Source: PubChem
AHR activator – activators of human aryl hydrocarbon receptor; AHR-responsive luciferase reporter cells, luminescence; activation, % at 5 µM; actives 2.5% (n = 320,000); AID 2796; in the data active = activation above about 47%;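 also: 0% = vehicle wells and 100% = reference agonist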
Target sequence (P35869 whole entry, looked up): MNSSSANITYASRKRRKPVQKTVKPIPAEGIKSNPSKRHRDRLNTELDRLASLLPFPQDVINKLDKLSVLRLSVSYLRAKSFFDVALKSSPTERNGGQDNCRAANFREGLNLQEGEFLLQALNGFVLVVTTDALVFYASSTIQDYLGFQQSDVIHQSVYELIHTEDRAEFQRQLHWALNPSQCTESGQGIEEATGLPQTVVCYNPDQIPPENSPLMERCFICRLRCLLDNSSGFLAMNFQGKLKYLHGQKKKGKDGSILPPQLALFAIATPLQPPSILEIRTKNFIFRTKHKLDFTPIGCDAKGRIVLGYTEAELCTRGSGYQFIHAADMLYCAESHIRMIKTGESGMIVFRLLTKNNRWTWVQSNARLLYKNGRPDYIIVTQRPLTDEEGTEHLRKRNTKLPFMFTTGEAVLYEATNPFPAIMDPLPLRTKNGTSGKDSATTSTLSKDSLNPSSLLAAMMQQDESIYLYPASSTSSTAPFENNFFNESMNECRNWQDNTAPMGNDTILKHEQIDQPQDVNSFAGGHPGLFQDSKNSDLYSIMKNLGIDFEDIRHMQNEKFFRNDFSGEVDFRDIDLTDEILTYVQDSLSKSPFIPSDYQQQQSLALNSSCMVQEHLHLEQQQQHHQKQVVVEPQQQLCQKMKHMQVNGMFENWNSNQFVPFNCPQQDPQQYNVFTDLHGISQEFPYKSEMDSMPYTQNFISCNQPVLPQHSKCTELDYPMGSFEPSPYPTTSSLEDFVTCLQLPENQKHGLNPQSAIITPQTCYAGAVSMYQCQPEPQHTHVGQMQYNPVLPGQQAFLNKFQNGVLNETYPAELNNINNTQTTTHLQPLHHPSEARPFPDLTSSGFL
LAP4 TOR yeast – modulators of TOR pathway LAP4-GFP in S. cerevisiae. S. cerevisiae LAP4-GFP multiplex, flow cytometry GFP, 3 h; median GFP as percent of DMSO wells. GFP response vs DMSO, % at 10 µM. actives 0.34% (n = 320,000). AID 2023;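 active = GFP response vs DMSO above a set limit, about the screen mean plus 3 SD, cut at about 150% in these data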
Efflux pump mplx – blocks antifungal efflux pumps in multiplex yeast assay | inhibition, % at 10 µM | S. cerevisiae Candida pump triplex, Nile Red efflux | actives 0.44% (n = 330,000);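 active = plate passing quality check with inhibition over a set limit, or well fluorescence over plate mean plus 4 SD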;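 also: Nile Red retained in pooled yeast measured as flow cytometry median fluorescence; 0% = buffer negative control and 100% = Enniatin B positive control; higher means more Nile Red kept so more efflux inhibition; some compounds called inactive have numbers as strong as hits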
AGP1-GFP MLPCN – modulators of TOR pathway AGP1-GFP in S. cerevisiae; S. cerevisiae AGP1-GFP multiplex flow cytometry, 3 h; GFP as percent of DMSO wells; GFP response vs DMSO, % at 10 µM; actives 0.02% (n = 320,000);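 active = GFP response relative to DMSO above a set limit, near screen average plus 3 SD, cut at about 150% in these data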;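 also: median GFP channel fluorescence of the gated AGP1 strain per well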
Yeast superoxide – yeast age-related superoxide inhibition as caloric restriction mimetic. S. cerevisiae aged cells, superoxide DHE fluorescence; active compounds read low. superoxide response (% of plate mean), % at 10 µM. actives 0.18% (n = 330,000). AID 2690;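 active = superoxide response under a set limit, about three screen SD below normal, cut at about 65% in these data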;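 also: yeast aged for seven days with compound at 30 °C before DHE staining; 100% = average MFI of all compound-treated wells on the plate with controls excluded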
RPL19A-GFP yeast – yeast TOR pathway RPL19A-GFP modulation. S. cerevisiae RPL19A-GFP strain, flow cytometry, 3 h; active compounds read low. percent response vs DMSO, % at 10 µM. actives 0.3% (n = 330,000). AID 2025;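 active = percent response vs DMSO below 50%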;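 also: median channel GFP fluorescence of the barcoded RPL19A-GFP strain; ratio of sample median GFP to plate DMSO average so 100% = DMSO; lower means less RPL19A-GFP as with rapamycin TOR inhibition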
MEP2-GFP yeast – yeast TOR pathway MEP2-GFP modulation | GFP response vs DMSO, % at 10 µM | actives 0.51% (n = 330,000) | S. cerevisiae MEP2-GFP strain, flow cytometry GFP, 3 h; 100% = DMSO control level;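 active = GFP response versus DMSO above a set limit, roughly screen mean plus 3 SD, cut at about 180% in these data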;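 also: median GFP fluorescence of the barcode-gated MEP2-GFP cells per well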
CIT2 TOR yeast – yeast TOR pathway CIT2-GFP modulation; actives 0.065% (n = 320,000); GFP response vs DMSO, % at 10 µM; S. cerevisiae CIT2-GFP strain, flow cytometry, 3 h; 100 means same as DMSO wells;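 active = GFP response relative to DMSO above a set limit, near the screen mean plus 3 SD, cut at about 150% in these data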;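 also: ratio of well median GFP fluorescence to mean of DMSO wells on the plate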
* hit, by the source's call; . = no result given.

structure,AHR activator,CIT2 TOR yeast,AGP1-GFP MLPCN,RPL19A-GFP yeast,Yeast superoxide,MEP2-GFP yeast,Efflux pump mplx,LAP4 TOR yeast
NS(=O)(=O)c1ccc(NS(=O)(=O)c2ccc(NC(=O)c3ccc(-c4ccccc4)cc3)cc2)cc1,-1.1,81.3,91.0,92.6,95.1,91.1,0.6,91.8
O=C(O/N=C(\c1ccccc1)c1ccccn1)c1ccc(Cl)c(Cl)c1,1.1,103.9,107.9,101.2,92.2,103.0,-0.2,110.2
O=C(CN1C(=O)NC2(CCCCC2)C1=O)NCCc1ccc(Cl)cc1Cl,-0.8,98.7,100.2,99.7,96.4,101.2,-0.2,93.4
CSC[C@@H]1NC(=S)N(c2ccc(C)cc2)C1=O,0.6,90.8,96.8,102.9,101.0,94.2,-0.1,110.9
C=CCOc1ccc(/C=C2/C(=O)ON=C2C)cc1OC,1.2,109.5,93.1,117.9,92.5,118.2,0.0,118.9
O=C(NCc1ccc2c(c1)OCO2)Nc1cccc2ccccc12,8.7,99.1,97.1,95.2,74.5,98.4,0.0,97.4
O=C(COC(=O)c1cc(-c2ccccc2)nc2ccccc12)NCC1CCCO1 (configuration not stated),1.5,97.6,100.1,96.2,122.4,107.3,0.1,111.3
O=C(CN1C(=O)/C(=C/c2ccccc2)SC1=S)NC1C=CS(=O)(=O)C1 (configuration not stated),-2.3,101.6,101.7,97.6,95.2,100.7,-0.3,99.9
COc1ccc(N=C2C(=Nc3ccc(OC)cc3)N(c3ccc(OC)cc3)C(=S)N2C)cc1,-2.2,92.7,95.7,94.0,84.4,94.7,-0.1,103.9
COc1ccc(NC(=S)N2CCC(NC(=O)C3CCCCC3)CC2)cc1,1.0,98.4,103.0,103.3,100.3,102.9,-0.1,101.3
CCCN(CC(=O)Nc1ccccc1OC)C(=O)c1cc(-c2cccs2)nn1-c1ccccc1,1.7,68.3,82.4,76.9,101.8,68.0,0.0,72.8
COc1ccccc1OCC(=O)Nc1ccc2c(c1)C(=O)N(CC1CCCO1)C2=O (configuration not stated),1.6,100.9,101.4,98.2,92.7,105.7,-0.3,110.3
C/C(=N\NC(=O)c1cc(-c2cccnc2)nc2ccccc12)c1ccccc1O,14.4,103.1,98.9,99.2,90.5,96.5,0.0,95.8
COc1ccccc1N1C(=O)C2C(c3ccccc3F)NN(C(=O)c3ccc(C)cc3)C2C1=O (configuration not stated),1.5,100.5,100.7,100.3,84.2,99.0,-0.3,99.2
Cc1nc(Nc2ccccc2)sc1C(=O)Nc1ccccc1,-6.1,90.0,94.1,91.2,85.6,92.4,-0.1,117.5
CCC1=C(OC(=O)N(CC)CC)N2C(=O)OC(=NCCc3c[nH]c4ccccc34)[C@]2(C)[C@H]2C1=CC[C@H]1C(=O)N(C)C(=O)[C@H]12,2.1,102.3,105.4,102.2,106.0,105.7,-0.1,97.8

Reprinted from the results shown for reference:
structure,AHR activator,CIT2 TOR yeast,AGP1-GFP MLPCN,RPL19A-GFP yeast,Yeast superoxide,MEP2-GFP yeast,Efflux pump mplx,LAP4 TOR yeast
C/C(=N\NC(=O)c1cc(-c2cccnc2)nc2ccccc12)c1ccccc1O,14.4,103.1,98.9,99.2,90.5,96.5,0.0,95.8
COc1ccccc1N1C(=O)C2C(c3ccccc3F)NN(C(=O)c3ccc(C)cc3)C2C1=O (configuration not stated),1.5,100.5,100.7,100.3,84.2,99.0,-0.3,99.2
Cc1nc(Nc2ccccc2)sc1C(=O)Nc1ccccc1,-6.1,90.0,94.1,91.2,85.6,92.4,-0.1,117.5
CCC1=C(OC(=O)N(CC)CC)N2C(=O)OC(=NCCc3c[nH]c4ccccc34)[C@]2(C)[C@H]2C1=CC[C@H]1C(=O)N(C)C(=O)[C@H]12,2.1,102.3,105.4,102.2,106.0,105.7,-0.1,97.8

Continued:
structure,AHR activator,CIT2 TOR yeast,AGP1-GFP MLPCN,RPL19A-GFP yeast,Yeast superoxide,MEP2-GFP yeast,Efflux pump mplx,LAP4 TOR yeast
O=C(CCN=C1NS(=O)(=O)c2ccccc21)OCC(=O)c1ccccc1Cl,-2.5,74.7,96.8,89.5,75.9,87.6,-0.1,117.4
CC(C)C1Oc2ccccc2N(CC(=O)N(Cc2ccncc2)Cc2ccco2)C1=O (configuration not stated),5.5,104.0,99.3,98.3,96.7,107.1,0.1,104.4
COc1ccc(N(CC(=O)Nc2ccccc2Cl)S(=O)(=O)c2ccc(C)cc2)cc1OC,4.6,101.2,106.0,106.7,108.7,103.4,-0.2,105.0
Cc1ccc(C)c(NC(=O)NCCN2CCCCC2)c1,.,99.3,104.5,103.6,100.6,104.9,-0.1,100.5
CCC1(CC)NC(=O)N(CC(=O)OCC(=O)Nc2cc(OC)ccc2OC)C1=O,2.6,98.6,103.1,104.2,86.6,99.0,0.1,97.7
Cc1ccc(S(=O)(=O)/C(C#N)=C/c2ccccc2OCc2ccccc2)cc1,1.7,90.6,91.6,100.1,93.7,90.8,0.0,85.3
COc1cc2c(cc1OC)CN(C(=O)/C=C/c1ccccc1[N+](=O)[O-])CC2,2.4,93.6,92.3,94.1,99.5,96.9,0.1,93.6
CC1CN(C2CCCCC2)c2nc3c(c(=O)[nH]c(=O)n3C)n2C1 (configuration not stated),-0.1,107.2,112.2,.,110.1,109.1,0.1,103.8
O=C(c1ccc(Cl)s1)N1CCN(c2nc3ccccc3s2)CC1,-2.4,100.2,96.7,100.6,90.6,108.9,-0.1,108.2
C=CCNc1ncnc2ccccc12,18.2,97.1,93.0,94.2,107.5,91.7,0.0,90.3
CCOC(=O)COc1ccc(S(=O)(=O)NCc2ccco2)cc1,0.7,94.1,98.1,94.5,103.4,96.5,0.0,97.1
COC(=O)c1ccccc1S(=O)(=O)Oc1ccc(-c2ccc(C(=O)O)cc2)cc1,0.0,104.0,91.7,100.6,114.0,112.5,0.0,105.4
CCn1cc(S(=O)(=O)c2ccc(C)cc2)[nH]c1=O,-1.6,.,91.2,91.5,109.5,100.2,0.4,88.0
CCCCN(CCCC)CCNC(=O)c1cn(CC)c2ccc(S(=O)(=O)N3CCc4ccccc4C3)cc2c1=O,4.3,97.8,101.7,98.7,100.5,93.7,-0.2,105.6
CC(C)c1cc(=O)n2[nH]c(N)nc2n1,2.6,112.4,106.6,104.5,98.3,113.2,-0.1,108.8
COc1ccc(C(=O)NCC(=O)NCc2ccncc2)cc1,-0.2,102.5,108.1,94.1,73.9,110.2,-0.2,112.3
COc1ccc(NC(=O)CSCC(=O)N=c2sccn2C)cc1,35.3,102.7,95.8,93.4,95.8,101.3,0.0,93.9
O=C(CCc1nc2ccccc2c(=O)[nH]1)NCCN1C(=O)S/C(=C\c2ccccc2Cl)C1=O,5.8,100.9,88.7,89.7,110.3,91.5,-0.2,88.0
C=CCC(c1ccccc1)N(C(C)=O)c1ccco1 (configuration not stated),-0.2,95.7,94.9,93.7,93.8,92.5,-0.2,92.7
Cc1nn(Cc2ccc(C(=O)N3c4ccc(F)cc4CCC3C)o2)c(C)c1Br (configuration not stated),13.2,90.4,98.1,95.4,120.1,97.7,0.1,97.4
CCc1ccc(NC(=S)N2CCN(C)CC2)cc1,3.1,100.7,98.0,112.3,99.4,102.2,0.1,84.5
O=C(N/N=C/c1ccco1)c1ccccc1OCc1ccccc1Cl,2.0,97.0,96.9,102.3,96.6,108.5,-0.1,87.8
CN(Cc1n[nH]c(=S)n1C)S(=O)(=O)c1ccccc1,-6.2,99.0,99.2,99.4,103.9,103.3,0.0,97.5
Fc1ccc(-c2nnc(N3CCOCC3)c3ccccc23)cc1F,-1.2,102.3,95.6,99.2,102.3,101.6,-0.1,96.1
O=C(OC1C2CCC1C1CN(CCc3ccccc3)CC12)c1ccccc1 (configuration not stated),1.2,99.5,102.3,102.8,111.1,115.1,0.2,97.3
COc1ccc(S(=O)(=O)NC2CCCC2)cc1NC(C)=O,-1.3,105.5,101.2,115.0,97.0,110.8,0.7,103.8
CCOC(=O)C1CCN(C(=O)c2cc3ccccc3oc2=O)CC1,3.5,101.9,102.4,95.5,97.8,95.0,0.3,104.9
COc1ccc(NC(=O)CSc2nnc(Cc3cccn3C)n2-c2ccc(OC)cc2)cc1,-0.8,104.4,99.3,101.8,86.1,102.2,-0.2,97.6
O=C(NCc1ccco1)c1ccc(S(=O)(=O)c2cccc(S(=O)(=O)N3CCOCC3)c2)cc1,1.6,95.0,90.8,90.5,87.9,111.2,0.2,100.5
CC(=O)Nc1ccc(S(=O)(=O)N2CCC(Oc3ccc(-n4cnnn4)cc3)CC2)cc1,1.0,109.8,107.1,107.3,98.5,105.0,-0.1,108.5
COc1ccc(CCNC(=O)COc2cccc3c2OC(C)(C)C3)cc1OC,3.8,84.1,98.0,96.3,100.0,95.4,0.3,96.5
O=[N+]([O-])c1ccc2c(c1)c1ccccc1n2CCO,-0.6,92.3,100.9,96.8,117.4,101.6,-0.1,116.2
CC(C)(C)c1ccc(OC(=O)Cn2c(C(F)(F)F)nc3ccccc32)cc1,-2.9,100.3,92.6,93.4,96.7,89.0,-0.2,89.1
O=C(NC12CC3CC(CC(C3)C1)C2)c1ccc(COc2ccc(Cl)cc2[N+](=O)[O-])o1,17.7,108.0,104.3,97.7,96.3,100.2,-0.1,106.7
COc1ccc(C2CC(c3ccccc3)=NN2S(=O)(=O)c2ccccc2)c(OC)c1 (configuration not stated),0.5,100.2,103.5,100.6,86.4,97.6,0.0,88.7
Cc1ccc(NC(=O)C(Cc2ccccc2)n2cccc2)cc1 (configuration not stated),-0.3,102.4,98.1,106.5,86.8,104.3,-0.1,100.8
Cc1cc(C)cc(OCC(=O)Nc2cnn(CCCC(=O)O)c2)c1,-3.7,99.4,99.7,101.8,98.7,100.1,0.0,94.9
CCCS(=O)(=O)N1CCC(C(=O)NCc2cccnc2)CC1,-1.1,93.1,96.0,94.1,99.6,104.4,-0.1,102.8
COc1ccccc1NC(=S)N(Cc1cccs1)C1CCCC1,19.0,101.3,99.8,100.2,95.8,108.3,0.0,99.6
COC(=O)c1ccc(C(=O)OC)c(NC(=O)CCc2ccc(C)o2)c1,-2.2,.,101.7,99.1,94.7,99.5,0.0,92.8
COc1ccccc1CNC(=O)C(=O)NCC(c1ccco1)N1CCOCC1 (configuration not stated),1.3,99.2,105.8,102.1,105.5,117.9,0.0,108.9
Cc1csc(-c2coc3cc(O)cc(C)c3c2=O)n1,94.9*,98.4,109.3,95.0,95.3,104.8,-0.1,118.7
O=C(Nc1cc(Cl)ccn1)C1(c2ccccc2)CC1(Cl)Cl (configuration not stated),-6.6,103.5,112.8,100.5,96.4,110.6,-0.2,120.1
NC(=O)C(Cc1ccccc1)NC(=O)C12CC3CC(CC(C3)C1)C2 (configuration not stated),0.0,126.1,106.9,104.7,97.4,117.3,-0.1,81.7
COc1ccc(-n2cc(C#N)c(=O)n(Cc3ccc(F)cc3)c2=O)cc1,-0.2,88.2,93.0,91.5,105.3,95.6,-0.1,87.3
CCCCCC1CC(CC(=O)O)C(=O)O1 (configuration not stated),-1.4,103.9,.,96.4,93.2,95.8,-0.1,100.4
CSc1nc(N)nc(SCC(=O)Nc2cccc(F)c2)c1C#N,6.2,100.4,98.1,96.5,104.7,102.2,-0.1,95.3
COc1ccc(N(CC(=O)Nc2cc(Cl)ccc2C)S(=O)(=O)c2c(C)n[nH]c2C)cc1,4.6,104.4,106.8,101.0,99.5,103.1,-0.3,102.4
COc1ccc(CN2CC(=O)N(c3ccccc3OC)C2=S)cc1OC,2.4,91.8,97.5,106.2,111.4,98.4,-0.1,95.5

Rows are unselected, and some 3.9% of all compounds hit somewhere here.
